Assay outcomes deposited in PubChem BioAssay by several laboratories.
NCOA1 inh: human NCOA1 inhibition | hit rate 0.12% among 360,000 | AID 588354 | HEK293 GAL4-SRC1 luciferase reporter, luminescence | Q15788 | inhibition, % at 3.6 µM;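 active means inhibition above the campaign mean plus 3 SD, with each screening campaign given its own cutoff, cut at about 60% in these data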;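 further: 0% = DMSO treated cells and 100% = gossypol at 36 µM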
NCOA2 inhibitor: inhibits human steroid receptor coactivator 2 | AID 651957 | Q15596 | hit rate 0.17% among 370,000 | inhibition, % at 9 µM | HEK293 GAL4-SRC2 luciferase reporter, luminescence;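 active means inhibition above the mean inhibition of all tested compounds plus 3 SD, set per campaign, cut at about 52% in these data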;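 further: 0% = DMSO treated cells and 100% = cells given Gossypol at 36 µM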
ABHD5-PLIN5 inh: ABHD5-PLIN5 protein interaction inhibition; inhibition, % at 4 µM; Q00G26+Q8WTS1; hit rate 0.78% among 360,000; Split G. princeps luciferase complementation, luminescence, 4 h; AID 602281;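 active means inhibition above the mean inhibition across every tested compound plus 3 SD, cut at about 22% in these data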;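 further: 0% = DMSO only wells and the 100% control is not disclosed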
LMP1 NFkB inh: inhibitors of Epstein-Barr LMP1-induced NF-kappaB reporter; LMP1-induced NF-kappaB luciferase reporter cells, luminescence; inhibition, % at 12.5 µM; hit rate 0.69% among 350,000; AID 504558; in the data active means inhibition above about 41%;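 further: 0% = neutral control wells and 100% = reference inhibitor control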
NOD2-RIPK2 inh: NOD2-RIPK2 protein interaction inhibition | O43353 | CHO BLA complementation NOD2-RIPK2, CCF4 ratio | inhibition, % at 4.98 µM | hit rate 0.38% among 360,000; in the data active means inhibition above about 21%;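 further: 0% = vehicle only and 100% = reference blocker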
SRC3 inh: inhibitors of human steroid receptor coactivator 3 (SRC3); HEK293 GAL4-SRC3 luciferase reporter, luminescence; hit rate 0.17% among 360,000; Q9Y6Q9; inhibition, % at 3.6 µM;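 active means inhibition above a per-campaign cutoff, the mean of all compounds plus 3 SD, cut at about 60% in these data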;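 further: 0% = DMSO-treated cells and 100% = gossypol-treated cells at 36 µM; higher means less SRC3-driven luciferase light from the GAL4 reporter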
LRH-1 inv ag: inverse agonists of human LRH-1 (NR5A2). inhibition, % at 3.6 µM. hit rate 0.13% among 360,000. O00482. HEK293T StAR-luciferase reporter, LRH-1 transfected, 24 h. AID 602396;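 active means inhibition above the mean inhibition of all tested compounds plus 3 SD, cut at about 73% in these data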;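 further: 0% = DMSO wells and 100% = reporter-only cells lacking LRH-1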
TLR9-MyD88 inh: TLR9-MyD88 interaction inhibition | Q9NR96+Q99836 | CHO BLA complementation TLR9-MyD88, CCF4 FRET ratio | inhibition, % at 4.98 µM | hit rate 0.21% among 340,000;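 active means inhibition above the mean over all tested compounds plus 3 SD, cut at about 21% in these data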;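 further: 0% = DMSO only wells and 100% = clavulanate BLA inhibitor control wells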
Target sequence (Q99836 whole entry, looked up): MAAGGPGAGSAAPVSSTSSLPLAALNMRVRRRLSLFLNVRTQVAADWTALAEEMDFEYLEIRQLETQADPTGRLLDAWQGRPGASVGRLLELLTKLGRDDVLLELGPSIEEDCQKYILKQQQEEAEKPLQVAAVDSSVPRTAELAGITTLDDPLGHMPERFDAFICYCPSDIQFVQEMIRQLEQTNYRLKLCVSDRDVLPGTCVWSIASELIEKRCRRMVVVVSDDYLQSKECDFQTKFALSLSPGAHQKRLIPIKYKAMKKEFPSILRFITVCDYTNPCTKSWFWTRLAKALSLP
Target sequence (Q9NR96 whole entry, looked up): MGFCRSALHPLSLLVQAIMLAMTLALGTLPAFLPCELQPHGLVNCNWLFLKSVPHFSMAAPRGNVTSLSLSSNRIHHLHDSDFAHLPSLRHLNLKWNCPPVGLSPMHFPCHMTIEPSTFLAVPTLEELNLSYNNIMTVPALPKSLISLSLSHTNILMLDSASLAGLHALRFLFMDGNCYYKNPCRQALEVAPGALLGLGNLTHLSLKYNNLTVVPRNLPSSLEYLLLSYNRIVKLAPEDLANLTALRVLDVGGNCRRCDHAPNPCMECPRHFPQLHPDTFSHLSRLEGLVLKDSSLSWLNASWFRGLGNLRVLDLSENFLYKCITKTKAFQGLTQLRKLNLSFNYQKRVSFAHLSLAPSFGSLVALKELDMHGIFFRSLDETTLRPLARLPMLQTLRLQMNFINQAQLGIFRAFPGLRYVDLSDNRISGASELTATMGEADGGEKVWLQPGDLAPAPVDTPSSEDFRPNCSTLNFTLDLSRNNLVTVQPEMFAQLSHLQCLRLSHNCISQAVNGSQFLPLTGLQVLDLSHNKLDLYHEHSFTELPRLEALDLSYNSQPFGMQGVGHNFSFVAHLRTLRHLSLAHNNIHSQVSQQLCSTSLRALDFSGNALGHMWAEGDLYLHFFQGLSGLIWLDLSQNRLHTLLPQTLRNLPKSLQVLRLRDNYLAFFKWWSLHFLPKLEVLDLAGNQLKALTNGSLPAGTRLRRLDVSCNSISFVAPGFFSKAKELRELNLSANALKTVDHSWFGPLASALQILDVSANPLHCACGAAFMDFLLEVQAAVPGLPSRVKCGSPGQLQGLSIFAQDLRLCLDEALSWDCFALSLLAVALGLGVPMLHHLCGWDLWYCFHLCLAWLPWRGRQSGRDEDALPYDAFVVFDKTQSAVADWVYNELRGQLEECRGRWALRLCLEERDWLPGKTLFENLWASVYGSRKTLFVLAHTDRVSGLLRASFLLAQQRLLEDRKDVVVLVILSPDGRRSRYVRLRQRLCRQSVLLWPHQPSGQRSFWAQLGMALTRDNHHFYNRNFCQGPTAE
MC4R antagonist: antagonists of human melanocortin 4 receptor (MC4R) | P32245 | hit rate 0.48% among 360,000 | inhibition, % at 6.5 µM | MC4R-expressing cells, MTII-stimulated cAMP, LANCE TR-FRET;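 active means inhibition above its plate's cutoff, the mean of tested wells on that plate plus 3 SD, cut at about 29% in these data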;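 further: 0% = Melanotan II alone and 100% = Melanotan II plus saturating MCL0020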
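System: U2OS cells stably expressing human melanocortin 4 receptor (MC4R). Reagent: Melanotan II challenge after compound preincubation. Doses: 6.5 µM. Times: 30-min compound, 1-h challenge, 1-h detection, room temperature. Measured by: TR-FRET with Eu-cAMP and labeled anti-cAMP, 671 nm. Replicates: singlicate.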
MC4R barr agon: activates human MC4R beta-arrestin recruitment; P32245; U2OS MC4R beta-arrestin complementation, luminescence; percent of melanotan II response, DMSO zero; activation, % at 8.9 µM; hit rate 0.98% among 360,000; AID 540308;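 active means activation above a per-plate cutoff, the mean activation of sample wells on that plate plus 3 SD, cut at about 8% in these data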
COUP-TFII inh: blocks human COUP-TFII nuclear receptor | P24468 | HEK293T NGFI-A luciferase reporter, luminescence | inhibition, % at 8.6 µM | hit rate 0.7% among 370,000;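 active means inhibition above a per-plate cutoff, mean inhibition of test wells between control levels plus 3 SD, cut at about 38% in these data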;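 further: cells cotransfected with COUP-TFII expression vector driving the NGFI-A reporter; 0% = median of COUP-TF2 test wells and 100% = reporter-only cells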
Active calls of the source: *; · = not tested or not shown. This is a subset; the hit share may differ from the screen's.

SMILES	NCOA1 inh	NCOA2 inhibitor	ABHD5-PLIN5 inh	LMP1 NFkB inh	NOD2-RIPK2 inh	SRC3 inh	LRH-1 inv ag	TLR9-MyD88 inh	MC4R antagonist	MC4R barr agon	COUP-TFII inh
Cc1noc(C)c1C(=O)N1CCN(c2ncccn2)CC1	-24	-6	4	-6	-6	13	16	5	0	1.1	7
COc1ccc(/C=N/NC(=O)CNC(=O)c2ccc3c(c2)OCCO3)cc1OC	15	-23	1	10	-17	9	-2	-6	0	-1.4	27
Cc1cccc(NC(=O)C(C)OC(=O)CNC(=O)C2CCCCC2)c1 (configuration not stated)	13	-14	-2	-4	-1	1	20	-1	15	0.8	9
COCCNC(=O)CSc1nc2ccc(N3CCOCC3)cc2c(=O)n1Cc1ccc(OC)cc1	-45	-22	1	-14	-8	-61	-56	-7	0	-1.4	-39
N#CCCSCc1ccc2oc(C(=O)O)cc2c1	8	-6	4	0	-1	-1	11	2	-9	-1.0	1
C[C@H](CO)N1C[C@H](C)[C@@H](CN(C)S(=O)(=O)c2cccs2)OCc2cnnn2CCCC1=O	12	-5	1	-3	-4	-25	23	-2	8	-0.7	-17
CN(C)c1ccc(NC(=O)C2CCCN(S(=O)(=O)c3ccccc3)C2)cc1 (configuration not stated)	12	-14	2	-2	7	14	-3	-3	22	-3.6	6
O=C(NCCc1ccccc1F)c1cccc2cccnc12	-59	-28	-9	-25	-4	-51	-86	-3	16	2.0	-43
CN1CCN(c2nc3c(c(=O)[nH]c(=O)n3C)n2Cc2ccccc2)CC1	-3	-12	3	0	9	-26	3	-7	14	-0.2	3
O/N=C(\c1ccccc1)C(O)c1ccccc1 (configuration not stated)	5	-7	3	3	-2	6	0	-3	4	-0.5	1
NC(CO)(CO)COCc1ccccc1	5	-24	-1	1	5	6	15	2	12	-2.2	-7
CCN(CC)c1nc2c(c(=O)[nH]c(=O)n2C)n1CCCc1ccccc1	-3	6	8	-13	-10	2	7	5	0	0.1	20
Cc1ccc(C=C2C(=O)c3ccccc3C2=O)s1	-2	-23	6	-4	-7	7	1	1	5	-2.1	5
CCCC(=O)Nc1cc(OCC)c(NC(=O)NC2CCCCC2)cc1OCC	-15	10	-6	1	-16	3	-6	-4	-6	0.5	-9
Cc1cc(C)c(NC(=O)C2CSCCS2)c(C)c1 (configuration not stated)	-48	2	2	-3	4	0	-22	-11	10	-1.1	-16
COc1ccc(NC(=O)CN(C)C(=O)c2cc3c(s2)CCCCC3)cc1	-12	15	-2	4	1	4	-5	2	0	-3.0	-14
Cc1cc(C)cc(N2CC(c3nc4ccccc4n3C)CC2=O)c1 (configuration not stated)	9	10	0	3	2	-3	-15	2	2	0.4	16
O=[N+]([O-])c1ccc(/C=N/Nc2nc(-c3ccccc3)c3cc(Br)ccc3n2)o1	-5	8	2	17	-41	3	6	0	-5	-0.9	7
COc1ccccc1C1C(C(=O)c2cc3ccccc3o2)=C(O)C(=O)N1c1cc(C)on1 (configuration not stated)	-1	7	-38	5	-1	-43	-12	5	20	0.3	-2
COc1ccccc1Nc1nc(C2(C)CCC(=O)O2)cs1 (configuration not stated)	-46	-26	-2	-19	-5	-17	-3	-17	-16	-2.0	-13
Brc1ccc(/C=N/Nc2ccc3ccccc3n2)cc1	-119	-49	-8	-63	-18	-70	-73	1	-13	11*	-32
CCN(CC)CCn1c(=S)[nH]c2ccccc2c1=O	-16	-10	-4	2	-4	-8	-9	-7	20	-0.4	0
CCC(=O)N/C(N)=N/c1nc(C)c2cc(C)c(C)cc2n1	1	-17	-3	·	-10	7	1	·	13	-0.1	-7
COc1cccc(N(CC(=O)NC2CCCCC2)C(=O)CCC(=O)Nc2nc(C)cs2)c1	-3	-5	2	-9	0	-5	4	0	-2	-1.5	-7
COc1ccc(/C=N/NC(=O)Nc2cccc3nsnc23)cc1OC	5	-3	0	8	-1	-17	6	0	1	11*	4
CC(=O)Nc1ccc(Oc2ccc3nc(C)[nH]c3c2)cc1	0	-15	0	7	-5	5	-12	2	13	-1.3	-18
CCOc1ccc(C(C(=O)NC(C)(C)C)N(CCOC)C(=O)CCC(=O)Nc2ccccn2)cc1 (configuration not stated)	-3	-7	2	-4	-3	-1	14	11	1	-0.4	-2
FC(F)(F)c1cc(-c2ccccc2)nc(-n2cncn2)n1	-12	-1	-2	3	-2	7	-9	-1	-5	-1.4	10
OCC1CCCC(n2cnc3c(=S)nc[nH]c32)O1 (configuration not stated)	-33	0	-5	-21	2	15	10	-5	0	-1.7	2
CCSc1nc2ccccc2n1C(=O)Oc1ccccc1	3	-12	-2	-26	10	10	5	-3	-5	-1.4	11

2 consecutive records already listed, for reference:
SMILES	NCOA1 inh	NCOA2 inhibitor	ABHD5-PLIN5 inh	LMP1 NFkB inh	NOD2-RIPK2 inh	SRC3 inh	LRH-1 inv ag	TLR9-MyD88 inh	MC4R antagonist	MC4R barr agon	COUP-TFII inh
Brc1ccc(/C=N/Nc2ccc3ccccc3n2)cc1	-119	-49	-8	-63	-18	-70	-73	1	-13	11*	-32
CCN(CC)CCn1c(=S)[nH]c2ccccc2c1=O	-16	-10	-4	2	-4	-8	-9	-7	20	-0.4	0

Other compounds.
SMILES	NCOA1 inh	NCOA2 inhibitor	ABHD5-PLIN5 inh	LMP1 NFkB inh	NOD2-RIPK2 inh	SRC3 inh	LRH-1 inv ag	TLR9-MyD88 inh	MC4R antagonist	MC4R barr agon	COUP-TFII inh
O=C(Nc1ccsc1C(=O)N1CCCC1)c1ccccc1	19	25	3	5	1	-10	7	5	14	0.9	12
Cc1cc(C)c(C(=O)CSc2nnc(-c3ccccc3Br)o2)cc1C	12	21	2	4	-21	12	-1	-7	-4	0.2	-7
O=C(Nc1ccc(S(=O)(=O)N2CCCCC2)cc1)c1cccnc1Cl	-1	-2	-4	-5	-5	-4	-2	0	12	-0.3	10
COc1ccc(NC(=O)CSc2nnc(C)n2N)cc1S(=O)(=O)N1CCCCC1	0	16	5	2	-11	9	13	-9	2	0.7	-16
C/C(=N\Nc1ccc([N+](=O)[O-])cc1)c1ccc(-n2nncc2C(C)(C)C)cc1	-2	-5	-3	1	-14	6	-3	-1	1	-2.1	-13
O=C(CSc1ncccn1)N(Cc1cccnc1)C(CCc1ccccc1)c1nc2ccccc2[nH]1 (configuration not stated)	5	1	1	·	-2	-18	17	·	·	·	4
CN(Cc1cn(-c2ccccc2)nc1-c1ccc2c(c1)OCO2)Cc1nccn1C	3	9	5	11	0	5	3	3	-2	1.2	-5
O=C(NCCN1CCOCC1)c1cc2ccccc2[nH]1	-8	15	0	3	7	-13	-4	-5	2	-1.2	-4
COc1cc(/C=N/N(CCO)C2=NS(=O)(=O)c3ccccc32)cc(OC)c1OC	2	-19	9	-6	-8	-16	-1	0	-57	-1.8	5
CC(Oc1ccc(Cl)cc1Cl)C(=O)OCn1nnc2ccccc2c1=O (configuration not stated)	-1	3	2	6	-2	3	11	-4	2	-0.3	7
CC(CN1CCOCC1)(NS(=O)(=O)c1ccccc1)c1ccccc1 (configuration not stated)	-1	-4	3	10	-6	18	5	6	6	0.3	0
c1ccc(NNC2=NCCS2)cc1	2	-2	-7	-1	-3	-15	-13	0	3	-0.9	-15
O=C1c2ccccc2C(=O)N1Cc1nc(-c2ccccc2)no1	-2	-15	-6	1	4	-3	6	-5	-2	-0.6	2
Cc1ccccc1-c1ncc(CN2CCN(C3CCCC3)C(CCO)C2)cn1 (configuration not stated)	-10	6	1	1	-4	16	-15	2	26	0.5	6
Cc1ccc(NC(=O)CN(C)C(=O)COC(=O)CNS(=O)(=O)c2ccc(F)c(F)c2F)cc1	4	3	9	-1	-5	2	1	-9	3	-1.1	3
Cc1cc(OCC(=O)Nc2ccc(N3CCN(C(=O)c4ccco4)CC3)cc2)cc(C)c1Cl	13	-4	-2	1	-2	22	2	-3	7	4.3	19
CCOC(=O)C(=O)N(CC)C1CCS(=O)(=O)C1 (configuration not stated)	5	16	-1	0	-1	7	23	11	-1	-0.2	5
Cn1cc(CN2CCc3c([nH]c4ccccc34)C2C(C)(C)C)cn1 (configuration not stated)	-6	27	4	-2	-5	11	16	11	3	1.2	8

A different layout for part of the listing above:
> Cc1ccc(NC(=O)CN(C)C(=O)COC(=O)CNS(=O)(=O)c2ccc(F)c(F)c2F)cc1
  NCOA1 inh: 4
  NCOA2 inhibitor: 3
  ABHD5-PLIN5 inh: 9
  LMP1 NFkB inh: -1
  NOD2-RIPK2 inh: -5
  SRC3 inh: 2
  LRH-1 inv ag: 1
  TLR9-MyD88 inh: -9
  MC4R antagonist: 3
  MC4R barr agon: -1.1
  COUP-TFII inh: 3

> Cc1cc(OCC(=O)Nc2ccc(N3CCN(C(=O)c4ccco4)CC3)cc2)cc(C)c1Cl
  NCOA1 inh: 13
  NCOA2 inhibitor: -4
  ABHD5-PLIN5 inh: -2
  LMP1 NFkB inh: 1
  NOD2-RIPK2 inh: -2
  SRC3 inh: 22
  LRH-1 inv ag: 2
  TLR9-MyD88 inh: -3
  MC4R antagonist: 7
  MC4R barr agon: 4.3
  COUP-TFII inh: 19

> CCOC(=O)C(=O)N(CC)C1CCS(=O)(=O)C1 (configuration not stated)
  NCOA1 inh: 5
  NCOA2 inhibitor: 16
  ABHD5-PLIN5 inh: -1
  LMP1 NFkB inh: 0
  NOD2-RIPK2 inh: -1
  SRC3 inh: 7
  LRH-1 inv ag: 23
  TLR9-MyD88 inh: 11
  MC4R antagonist: -1
  MC4R barr agon: -0.2
  COUP-TFII inh: 5

> Cn1cc(CN2CCc3c([nH]c4ccccc34)C2C(C)(C)C)cn1 (configuration not stated)
  NCOA1 inh: -6
  NCOA2 inhibitor: 27
  ABHD5-PLIN5 inh: 4
  LMP1 NFkB inh: -2
  NOD2-RIPK2 inh: -5
  SRC3 inh: 11
  LRH-1 inv ag: 16
  TLR9-MyD88 inh: 11
  MC4R antagonist: 3
  MC4R barr agon: 1.2
  COUP-TFII inh: 8
